Pol eta inh – qHTS for Inhibitors of Polymerase Eta; DNA polymerase eta (Homo sapiens), Q9Y253; AID 588591, 2011; Potency, µM (series often up to 114 µM), for the others: top-dose activity change, negative = inhibition, actives largely listed as inhibitors; recombinant Pol eta, fluorescent DNA replication assay; actives 1.2% (n = 390,000); further: potency means the concentration at half of the fitted maximal effect; on the % scale 0 is the no-effect control and ±100 the full control effect
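Fluorescent replication assay: 50 nM final substrate added after a 15 min room-temperature compound preincubation with 10 nM enzyme. Signal taken at 0 min and again at 10 min.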
PI4K2A block – qHTS for small molecular inhibitors of PI4K2A | Phosphatidylinositol 4-kinase type 2-alpha (Homo sapiens), Q9BTU6 | activity change, negative = inhibition, % at 76.9 µM | purified PI4K2A, ADP-Glo luminescence, 1 h; stronger effect = lower value | actives 0.13% (n = 420,000); in the data active means activity change below about -50%; inconclusive means mostly about -30% to -49%;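 further: -100% = wells without enzyme as full effect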
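PI4K2A activity was measured by ADP-Glo luminescence: enzyme (4 ug/mL stock) and phosphatidylinositol (1.2 mM stock) in Tris pH 7.5/MgCl2/EGTA/Triton X-100 buffer were reacted with ATP (300 microM stock) for one hour at ambient temperature.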
G9a inh – qHTS Assay for Inhibitors of Histone Lysine Methyltransferase G9a; Histone-lysine N-methyltransferase EHMT2 (Homo sapiens), Q96KQ7; G9a H3K9 monomethylation, AlphaScreen, 2 h; Potency, µM (series often up to 102 µM), for the others: top-dose activity, negative = inhibition, usual class: inhibitors; actives 8.8% (n = 350,000); AID 504332, 2011; further: potency means the concentration at half of the fitted maximal effect; on the % scale 0 is the no-effect control and ±100 the full control effect; nearly all actives have a fitted effect of over 75% in size
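AlphaScreen detection with an anti-monomethyl H3K9 antibody quantified product after a 2 h room-temperature reaction containing 500 nM biotinylated H3K9 peptide, 20 µM SAM and 20 nM enzyme, which had been preincubated 15 min with compound.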
Tb PGK inh – qHTS Assay to Find Inhibitors of Phosphoglycerate Kinase; Potency, µM (series often up to 57.5 µM), for inactives: at the top dose activity change, negative = inhibition, most hits filed as inhibitors; actives 0.043% (n = 380,000); PGK/GAPDH coupled, Kinase-Glo luminescence, 60 min; further: potency means the concentration at half of the fitted maximal effect; on the % scale 0 is the no-effect control and ±100 the full control effect; nearly all actives have a fitted effect of over 60% in size
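Recombinant glycosomal PGK reaction used 1,3-bisphosphoglycerate generated in-well by GAPDH (100nM final) in 100mM TEA pH 7.6, 5mM MgCl2, 0.01% Tween-20. After 60 minutes at room temperature, ATP was read by Kinase-Glo Plus luminescence end-point.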
HP1b chromo inh – HTS for Inhibitors of HP1-beta Chromodomain Interactions with Methylated Histone Tails; Chromobox protein homolog 1 (Homo sapiens), P83916; AlphaScreen HP1-beta / biotin-H3K9me3 peptide binding; Potency, µM (doses to about 114 µM), inactives show at the top dose activity change, negative = inhibition, actives largely listed as inhibitors; actives 0.56% (n = 390,000); AID 540317, 2011; further: potency means the concentration at half of the fitted maximal effect; nearly all actives have a fitted effect of over 70% in size; inactives centre near 23
Target sequence (P83916 whole entry, looked up): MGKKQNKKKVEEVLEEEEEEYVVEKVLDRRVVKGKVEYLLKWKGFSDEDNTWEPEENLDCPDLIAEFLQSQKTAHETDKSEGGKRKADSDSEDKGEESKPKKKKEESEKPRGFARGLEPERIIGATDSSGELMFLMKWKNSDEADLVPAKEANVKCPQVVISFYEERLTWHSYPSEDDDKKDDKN
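Compound inhibition of the preformed complex between 50 nM HP1-beta and 50 nM biotinylated H3K9me3 peptide was read by AlphaScreen. Buffer was PBS pH 7.4 with 0.01% Tween-20. Incubations ran 30 min at room temperature, with 10 ug/mL donor/acceptor beads.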
GLS inhibitor – qHTS for Inhibitors of Glutaminase (GLS) | GLS enzymatic activity, qHTS titration | Potency, µM (titrated, usually from 45.5 µM), inactives show top-dose activity change, negative = inhibition, actives largely listed as inhibitors | actives 0.21% (n = 410,000) | Glutaminase kidney isoform, mitochondrial (Homo sapiens), O94925; further: potency means the concentration at half of the fitted maximal effect; on the % scale 0 is the no-effect control and ±100 the full control effect
Target sequence (O94925 whole entry, looked up, canonical isoform): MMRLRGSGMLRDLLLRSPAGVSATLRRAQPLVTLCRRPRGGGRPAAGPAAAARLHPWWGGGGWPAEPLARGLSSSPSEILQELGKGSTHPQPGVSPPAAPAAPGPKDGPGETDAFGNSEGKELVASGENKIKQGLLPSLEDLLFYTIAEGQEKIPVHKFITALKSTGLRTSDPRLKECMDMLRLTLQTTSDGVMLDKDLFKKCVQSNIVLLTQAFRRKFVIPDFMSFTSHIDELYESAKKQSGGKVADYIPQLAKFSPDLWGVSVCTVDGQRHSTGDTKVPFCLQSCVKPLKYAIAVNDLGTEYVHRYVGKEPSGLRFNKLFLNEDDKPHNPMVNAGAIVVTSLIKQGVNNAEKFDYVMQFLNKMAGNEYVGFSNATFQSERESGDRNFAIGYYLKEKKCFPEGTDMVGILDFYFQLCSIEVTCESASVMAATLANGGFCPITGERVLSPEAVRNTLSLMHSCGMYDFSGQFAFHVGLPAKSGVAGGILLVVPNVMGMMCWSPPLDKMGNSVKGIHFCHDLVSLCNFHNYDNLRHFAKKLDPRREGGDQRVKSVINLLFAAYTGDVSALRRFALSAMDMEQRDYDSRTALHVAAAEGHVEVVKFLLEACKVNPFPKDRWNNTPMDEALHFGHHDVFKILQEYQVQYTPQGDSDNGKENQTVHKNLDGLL
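hKGA in 45 mM KH2PO4 (pH 8.2), 0.02% Tween-20 with compound, then 1mM L-Glutamine (stock as added) plus glutamate oxidase/HRP/Amplex red coupling mix. Fluorescence read initially and after 30 min at RT; signal change reflects glutamate formation.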
Pin1 inh – qHTS Assay to Find Inhibitors of Pin1 | Peptidyl-prolyl cis-trans isomerase NIMA-interacting 1 (Homo sapiens), Q13526 | Pin1 FP peptide displacement, HiFluor488, 10 min | Potency, µM (top dose mostly 115 µM), for the others: top-dose activity, negative = inhibition, usual class: inhibitors | actives 0.009% (n = 390,000) | AID 504891, 2011; active means well fitted inhibition curve with a large enough effect in the polarisation, with a control signal flat, not every such curve was filed as active; inconclusive means small, poorly fitted or top-dose-only effect, or effect the other way, or a change in a side signal; inactive means no such curve, though single readings can be large or run the other way; the % refers to the polarisation; further: potency means the concentration at half of the fitted maximal effect; on the % scale 0 is the no-effect control and ±100 the full control effect
Target sequence (Q13526 whole entry, looked up): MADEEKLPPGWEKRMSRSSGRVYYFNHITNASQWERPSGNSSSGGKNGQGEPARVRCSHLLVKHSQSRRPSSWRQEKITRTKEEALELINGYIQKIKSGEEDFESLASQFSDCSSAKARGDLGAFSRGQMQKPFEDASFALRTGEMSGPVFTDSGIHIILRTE
BAZ2B inh – qHTS Assay for Inhibitors of BAZ2B. Potency, µM (titrated, usually from 114 µM), without a hit: at the top dose activity change, negative = inhibition, most hits filed as inhibitors. Bromodomain adjacent to zinc finger domain protein 2B (Homo sapiens), Q9UIF8. AID 504333, 2011. AlphaScreen BAZ2B-H3K14Ac peptide displacement. actives 4.4% (n = 360,000); further: potency means the concentration at half of the fitted maximal effect; on the % scale 0 is the no-effect control and ±100 the full control effect; nearly all actives have a fitted effect of over 60% in size
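In this displacement format the biotinylated H3(5-23) peptide acetylated at Lys14 serves as ligand at 50 nM, with BAZ2B at 50 nM in PBS pH 7.4 containing 0.01% Tween-20. Donor and acceptor beads are 10 ug/mL final.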
JMJD2A Tudor – qHTS Assay for Inhibitors of JMJD2A-Tudor Domain; Lysine-specific demethylase 4A (Homo sapiens), O75164; AlphaScreen JMJD2A-Tudor / H3K4me3 peptide binding; Potency, µM (titrated, usually from 114 µM), without a hit: at the highest dose activity change, negative = inhibition, most hits filed as inhibitors; actives 4.4% (n = 390,000); AID 504339, 2011; further: potency means the concentration at half of the fitted maximal effect; on the % scale 0 is the no-effect control and ±100 the full control effect; nearly all actives have a fitted effect of over 50% in size
* = called active by the depositor; i = inactive; ? = inconclusive; . = not tested or not shown; [ ] = remark or other dose. Unless noted, the call rests on the fitted dose curve; in most records, active means well fitted curve in the direction sought with a large enough effect; inconclusive means small, poorly fitted or top-dose-only effect, or another doubt; inactive means no such curve, though single readings can be large; an effect the other way counts as inactive or inconclusive. The list is partial; the hit share may differ from the screen's.

1: Cc1cc(O)c(-c2cc(C(=O)Nc3ccc(S(=O)(=O)N4CCOCC4)cc3)[nH]n2)cc1C
2: CCN(CC)C(=O)c1ccccc1NS(=O)(=O)c1ccc(OC)c(C(=O)N2CCOCC2)c1
3: CC1CCCC(NC(=O)CSc2n[nH]c(N)n2)C1C (centres undefined)
4: O=C(COC(=O)c1ccc(Cl)nc1)Nc1ccc(S(=O)(=O)N2CCCC2)cc1
5: CC(NC(=O)C(NC(=O)C1CCCN1C(=O)OC(C)(C)C)C(C)C)C(N)=O (centres undefined)
6: C[C@@H]1CN([C@H](C)CO)C(=O)c2c(c3ccccc3n2C)-c2ccccc2CO[C@@H]1CN(C)Cc1ccc(O)cc1
Assay by compound | 1 | 2 | 3 | 4 | 5 | 6
Pol eta inh | -22% | -7% | -20% | -14% | 4% | -17%
PI4K2A block | -2 | 1 | 0 | 0 | 2 | 4
G9a inh | 32%[59 µM] | 23% | . | 45µM* | 16%[59 µM] | .
Tb PGK inh | -1% | -7% | 4% | -9% | . | 3%
HP1b chromo inh | 1% | 26% | 23% | 48%[activator] | -1% | .
GLS inhibitor | -1% | 0% | -1% | -16% | -1% | 18%
Pin1 inh | 10% | 1% | 4% | -7% | -1% | .
BAZ2B inh | -3% | 2% | . | 9% | 1% | .
JMJD2A Tudor | -11% | 2% | -3% | -10% | -15% | .

7: Cc1ccccc1NC(=O)Nc1ccc2c(c1)OCO2
8: CCCC(=O)N(Cc1cc(=O)[nH]c2ccccc12)c1ccc(C)cc1C
9: COCc1ccc(C(=O)NC(C)c2cnn(-c3ccccc3C)c2C)o1 (centres undefined)
10: COc1cc(C)c(S(=O)(=O)NCc2cccnc2)cc1C
11: CCOc1cc(CNCc2cccs2)cc(Br)c1OCC
12: Cc1ccc(-c2nc(N3CCOCC3)sc2C(=O)N2CCOCC2)cc1
Assay by compound | 7 | 8 | 9 | 10 | 11 | 12
Pol eta inh | -11% | -10% | -5% | -19% | -20% | -3%
PI4K2A block | -10 | -1 | 12 | -3 | -5 | -5
G9a inh | . | ? | . | . | 42%[activator] | 5%[59 µM]
Tb PGK inh | -13% | -4% | -4% | -7% | 3% | -3%
HP1b chromo inh | 35% | 5% | 37% | 20% | 97%[activator] | 14%
GLS inhibitor | -7% | -7% | 2% | 4% | 4% | 7%
Pin1 inh | -10% | 2% | 2% | -2% | -6% | -8%
BAZ2B inh | -3% | 3% | -16% | -7% | 18%[57.1 µM] | 9%
JMJD2A Tudor | -2% | -17% | 6% | -8% | 46%[activator] | -6%

13: Cn1nccc1C(=O)NCc1ccc2c(c1)CCN2C(=O)c1ccccc1
14: CC(C)(C)c1ccc(C(=O)N2CCN(C(=O)C3CCCCC3)CC2)cc1
15: O=C(Nc1cccc(S(=O)(=O)NC2=NCCC2)c1)c1cn(-c2ccccc2)nc1-c1ccc(F)cc1
16: O=C(NC1CCOCC1)C1CCC(=O)N(CCc2cccc(F)c2)C1 (centres undefined)
17: O=C(COc1ccccc1Cl)Nc1cccc(S(=O)(=O)N2CCCC2)c1
18: O=C1NC(c2ccc(Cl)cc2)Nc2ccccc21 (centres undefined)
Assay by compound | 13 | 14 | 15 | 16 | 17 | 18
Pol eta inh | -23% | -6% | -15% | -6% | -3% | -3%
PI4K2A block | -6 | 1 | -3 | -1 | -1 | -2
G9a inh | -10%[59 µM] | 54%[activator] | . | 24% | 5%[59 µM] | 32%
Tb PGK inh | -1% | 14% | i | 3% | -8% | -5%
HP1b chromo inh | 6% | 25% | 38% | 23% | 29% | 35%
GLS inhibitor | 8% | -1% | -3% | -1% | -3% | 0%
Pin1 inh | -3% | 9% | 8% | 0% | 17% | -1%
BAZ2B inh | -7% | 3% | . | -3% | 14% | 16%
JMJD2A Tudor | -19% | -5% | -22% | -5% | -13% | 9%

Complete entries from above.
`CC(C)(C)c1ccc(C(=O)N2CCN(C(=O)C3CCCCC3)CC2)cc1` as listed: Pol eta inh = -6%; PI4K2A block = 1; G9a inh = 54%[activator]; Tb PGK inh = 14%; HP1b chromo inh = 25%; GLS inhibitor = -1%; Pin1 inh = 9%; BAZ2B inh = 3%; JMJD2A Tudor = -5%
`O=C1NC(c2ccc(Cl)cc2)Nc2ccccc21` (centres undefined) as listed: Pol eta inh = -3%; PI4K2A block = -2; G9a inh = 32%; Tb PGK inh = -5%; HP1b chromo inh = 35%; GLS inhibitor = 0%; Pin1 inh = -1%; BAZ2B inh = 16%; JMJD2A Tudor = 9%

Following part:
19: CC(Oc1ccc(F)cc1)C(=O)Nc1ccccc1N1CCCCC1 (centres undefined)
20: O=[N+]([O-])c1cc(F)c2cccnc2c1O
21: O=C(c1cc(COc2c(F)cccc2F)on1)N1CCC(c2ccccc2F)C1 (centres undefined)
22: O=C(Nc1ccccc1)Oc1cccc2cccnc12
23: O=C(c1ccc(COCC(F)(F)F)cc1)N1CCN(c2ccccn2)CC1
24: CCC1(C)CC(CC(=O)O)(c2ccccc2OC)CCO1 (centres undefined)
Assay by compound | 19 | 20 | 21 | 22 | 23 | 24
Pol eta inh | -19% | -13% | -21% | 2% | 1% | -1%
PI4K2A block | 6 | ? | -1 | -12 | 3 | -2
G9a inh | 161%[activator] | 8.9µM* | 195%[activator] | . | 6% | -1%
Tb PGK inh | 0% | . | i | -2% | i | i
HP1b chromo inh | 99%[activator] | 11% | 69%[activator][57 µM] | -1% | 45%[activator] | 24%
GLS inhibitor | -1% | 0% | -2% | 17% | -1% | 5%
Pin1 inh | 7% | -4% | 1% | -6% | -11% | 2%
BAZ2B inh | 36% | 11µM* | 28% | . | 0% | 5%
JMJD2A Tudor | 63%[activator] | 10µM* | 52%[activator] | 16µM* | -5% | -15%

25: CCOc1ccc(C(C)NC(=O)C2CCN(S(=O)(=O)c3ccc(OC)cc3)CC2)cc1OCC (centres undefined)
26: COC(=O)c1ccncc1C(=O)Nc1ccc(Oc2ncc(C(F)(F)F)cc2Cl)cc1
27: Cc1cc(C)nc(SCc2ccc(C(=O)N/N=C/C3CCCCC3)cc2)n1
28: O=C(NCC1CCCO1)c1ccc2c(=O)n(-c3ccc(F)cc3)c(=S)[nH]c2c1 (centres undefined)
29: COC(=O)c1ccc(CN(C)S(=O)(=O)c2cccs2)cc1
30: CC(CCc1ccccc1)NC(=S)NC1CCCCC1 (centres undefined)
Assay by compound | 25 | 26 | 27 | 28 | 29 | 30
Pol eta inh | -25% | -5% | -19% | -14% | -27% | -14%
PI4K2A block | -4 | 5 | 1 | 3 | -1 | -1
G9a inh | . | -16% | 16%[59 µM] | ? | 8% | -38%
Tb PGK inh | -1% | -1% | -5% | i | -1% | i
HP1b chromo inh | 10% | -8% | 13% | 62%[activator] | 40%[activator] | 25%
GLS inhibitor | 1% | 6% | 11% | -5% | 5% | 1%
Pin1 inh | -10% | 4% | 8% | 2% | -9% | -2%
BAZ2B inh | . | -15% | 3% | -13% | 13% | -14%
JMJD2A Tudor | -16% | -10% | -12% | -8% | 12% | -13%

31: COc1ccc(/C=C2\CCc3ccccc3C2=O)cc1O
32: N/C(=N\OC(=O)CCn1cccc(C(F)(F)F)c1=O)c1ccc(OC(F)(F)F)cc1
33: CCN(CC)C1=C(Cl)C(=O)C(Cl)C12OCCO2 (centres undefined)
34: COc1ccc(NC(=O)c2cccc3cccnc23)cc1S(N)(=O)=O
35: CCOC(=O)N1CCC(NC(=O)CCC(=O)N2CCOc3ccc(C)cc32)CC1
36: CCN1C(=O)C(CC(=O)Nc2ccc(F)cc2)N(CCCN2CCN(c3ccc(F)cc3)CC2)C1=S (centres undefined)
Assay by compound | 31 | 32 | 33 | 34 | 35 | 36
Pol eta inh | -19% | -18% | -5% | 3% | -6% | -14%
PI4K2A block | ? | -2 | 0 | 5 | -16 | 6
G9a inh | 79µM* | . | -2%[59 µM] | ? | -12% | ?
Tb PGK inh | i | 2% | -5% | 3% | -4% | -5%
HP1b chromo inh | -14% | 35%[activator] | 3% | 3% | 16% | -8%
GLS inhibitor | -1% | 9% | 2% | 14% | -3% | ?
Pin1 inh | 1% | 0% | -3% | 30% | 3% | 1%
BAZ2B inh | ? | 2% | ? | -30% | -12% | ?
JMJD2A Tudor | ? | -12% | -11% | -15% | 10% | ?

37: O=C(Oc1c(-c2ccco2)oc2ccccc2c1=O)c1cccnc1
38: C=C1C(C(=O)Nc2ccccc2)C1C(=O)Nc1ccccc1 (centres undefined)
39: C=C1CCC[C@]2(C)C[C@H]3OC(=O)C(CNCCN(CC)CC)[C@H]3CC12 (some centres undefined)
40: CCOC(=O)C(=NCC1CCCO1)NNc1ccccc1Cl (centres undefined)
Assay by compound | 37 | 38 | 39 | 40
Pol eta inh | -16% | -4% | -18% | -10%
PI4K2A block | 3 | 11 | 4 | 0
G9a inh | ? | . | 27%[0.501 µM] | ?
Tb PGK inh | i | 2% | -15% | -5%
HP1b chromo inh | 27% | 8%[57 µM] | ? | -8%
GLS inhibitor | ? | -3% | -18% | 25%
Pin1 inh | 5% | 8% | -12% | -15%
BAZ2B inh | ? | -4% | 25µM* | -25%
JMJD2A Tudor | -18% | -7% | 1.8µM* | ?

Source: PubChem (National Center for Advancing Translational Sciences (NCATS))
